core dimer inh: inhibitors of HCV core protein dimerization, primary screen, biochemical, TR-FRET, high-throughput; TR-FRET GST/Flag-core106 dimerization, 1536-well; inhibition, % at 5 µM; 300,000 compounds, 0.33% hits; AID 1899, 2009;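 active means inhibition above the mean of all tested compounds plus 3 SD, set per screening campaign, cut at about 45% in these data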
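Test system: GST/Flag-tagged HCV core106 proteins; Medium: KF-containing HEPES buffer, pH 7.45, DTT, CHAPS, BSA; Times: compound-protein-antibody incubation 4 h at 22.5 °C; Detection: TR-FRET 671 and 617 nm emission; Benchmarks: wells lacking GST-core106 and wells with excess unlabelled core106.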
proCasp3 act: activators of human procaspase-3 D3A mutant, primary screen, biochemical, absorbance, PC-3 D3A mutant, single concentration; activation, % at 8.5 µM; AID 463141, 2010; 330,000 compounds, 0.11% hits; Caspase-3 (Homo sapiens), P42574; recombinant procaspase-3 D3A, Ac-DEVD-pNA absorbance 405 nm;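 active means activation above the mean of all tested compounds plus 3 SD, cut at about 21% in these data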;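 further: 0% = DMSO alone and 100% = DMSO wells spiked with extra 5 µM PC-3 D3A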
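assay system = Procaspase-3 D3A mutant | signal = absorbance at 405 nm, 0 and 120 min | times = 1 h preincubation plus 2 h reaction at 25 °C | repeats = single replicate | read-out = % activation between DMSO and enzyme-spiked controls | medium = Zinc-free HEPES saline buffer with Triton X-100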
JMJD2C inh: inhibitors of GASC-1 histone demethylase, primary screen, biochemical, fluorescence, DELFIA europium | inhibition, % at 2.35 µM | AID 2099, 2009 | Lysine-specific demethylase 4C (Homo sapiens), Q9H3R0 | GST-JMJD2C(1-420) H3K9me3 demethylation | 330,000 compounds, 0.069% hits;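 active means more than half of a compound's replicate wells show inhibition beyond 50%, single wells judged on their own value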;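 further: signal counts dimethyl H3K9 product captured on neutravidin plate; 0% = median of DMSO wells and 100% = 0.3 times that DMSO median; strong numbers were not always called active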
CTSL1 counter: Fasciola hepatica cathepsin L1 inhibitors, primary screen, counter-screen for PFM18AAP inhibitor project, biochemical, QFRET, fluorogenic peptide substrate; inhibition, % at 5.96 µM; 300,000 compounds, 0.49% hits; recombinant F. hepatica cathepsin L1, Z-Leu-Arg-MCA fluorescence;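 active means inhibition above the mean of all tested compounds plus 3 SD, set per screening campaign, cut at about 17% in these data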;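 further: 0% = plate median of test compound wells and 100% = 1 µM Z-Phe-Ala-diazomethylketone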
PP5 inh: PP5 phosphatase inhibitors, primary screen, biochemical, fluorescence; inhibition, % at 6.7 µM; purified PP5c, OMFP substrate fluorescence; 320,000 compounds, 0.18% hits; AID 1987, 2009;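 active means inhibition above the campaign's mean inhibition across all tested compounds plus 3 SD, cut at about 9.5% in these data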;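 further: 0% = DMSO only and 100% = 100 µM cantharidin control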
GRK2 aptamer HTS: compounds blocking aptamer binding on GRK2 – biochemical, human GRK2, bead flow cytometry, HTS, primary screen | inhibition of aptamer binding, % at 10 µM | FAM-aptamer displacement from GRK2 | Beta-adrenergic receptor kinase 1 (Homo sapiens), P25098 | 330,000 compounds, 0.59% hits | AID 488847, 2010;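 active means inhibition of aptamer binding above 40%, roughly 3 SD of noise, on plates passing a quality check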;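 further: median bead fluorescence of bound FAM aptamer so fluorescent compounds give negative values; no value below 0 was filed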
proCasp7 act: procaspase-7 activators, primary screen, counter-screen for procaspase-3 activator project, biochemical, absorbance, HTS, human | Caspase-7 (Homo sapiens), P55210 | recombinant procaspase-7, Ac-DEVD-pNA absorbance 405 nm; D23A/D198A/D206A triple mutant, cannot self-cleave; scale: DMSO 0, 5 µM enzyme 100 | activation, % at 8.5 µM | 330,000 compounds, 0.093% hits;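 active means percent activation above the screen-wide mean plus 3 SD, cut at about 25% in these data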
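Assay system: Uncleavable procaspase-7 mutant enzyme / Input: 2 µM procaspase-7 mutant as dispensed / Dosing: single nominal 8.5 µM compound dose, 0.8% DMSO final / Timing: 1 h enzyme–compound preincubation and 2 h substrate reaction, both 25 °C / Detection: p-Nitroaniline absorbance at 405 nm, read at 0 and 120 min / Replication: singlicate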
VLA-4 inh: inhibition in human VLA-4 binding assay, primary screen, VLA-4 allosteric modulator project, MLPCN library, flow cytometry, VLA-4 expressing cells | ligand binding flow cytometry | 330,000 compounds, 0.2% hits | Integrin alpha-4 (Homo sapiens), P13612 | inhibition, % (about 7 µM as worked out from the volumes in the protocol); in the data active means inhibition above about 50%
Target sequence (P13612 whole entry, looked up): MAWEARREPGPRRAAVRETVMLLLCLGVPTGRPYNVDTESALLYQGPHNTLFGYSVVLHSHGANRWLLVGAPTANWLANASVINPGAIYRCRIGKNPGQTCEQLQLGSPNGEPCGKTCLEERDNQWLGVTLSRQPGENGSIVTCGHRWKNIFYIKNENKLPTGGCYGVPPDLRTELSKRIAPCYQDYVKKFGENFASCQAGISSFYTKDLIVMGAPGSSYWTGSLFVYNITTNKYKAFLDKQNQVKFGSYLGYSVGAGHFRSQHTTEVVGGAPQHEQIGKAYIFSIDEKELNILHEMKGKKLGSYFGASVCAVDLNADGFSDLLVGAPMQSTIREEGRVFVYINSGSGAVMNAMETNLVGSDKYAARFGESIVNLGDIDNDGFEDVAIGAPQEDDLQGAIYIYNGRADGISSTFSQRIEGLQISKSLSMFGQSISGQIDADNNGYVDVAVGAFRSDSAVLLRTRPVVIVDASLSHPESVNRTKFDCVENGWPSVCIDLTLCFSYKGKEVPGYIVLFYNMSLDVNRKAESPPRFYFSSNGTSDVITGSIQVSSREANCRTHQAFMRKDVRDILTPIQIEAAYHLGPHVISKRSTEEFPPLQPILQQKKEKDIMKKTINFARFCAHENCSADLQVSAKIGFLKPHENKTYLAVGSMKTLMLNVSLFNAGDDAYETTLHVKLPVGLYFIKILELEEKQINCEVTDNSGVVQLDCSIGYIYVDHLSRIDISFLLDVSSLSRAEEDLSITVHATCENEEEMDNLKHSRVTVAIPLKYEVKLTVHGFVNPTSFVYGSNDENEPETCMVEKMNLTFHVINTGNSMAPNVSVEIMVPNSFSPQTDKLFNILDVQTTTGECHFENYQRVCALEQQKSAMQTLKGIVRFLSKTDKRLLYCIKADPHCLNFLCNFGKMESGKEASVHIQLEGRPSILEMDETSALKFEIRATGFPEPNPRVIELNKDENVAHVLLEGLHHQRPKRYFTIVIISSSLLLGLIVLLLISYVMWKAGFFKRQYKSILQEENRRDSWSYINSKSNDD
PP1 counter: PP1-alpha phosphatase inhibitors, primary screen, counter-screen for PP5 inhibitor project, biochemical, fluorescence, OMFP substrate, single point; AID 2235, 2010; inhibition, % at 6.7 µM; purified PP1alpha; Serine/threonine-protein phosphatase PP1-alpha catalytic subunit (Homo sapiens), P62136; 320,000 compounds, 0.9% hits;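 active means inhibition above the mean inhibition of all tested compounds plus 3 SD, computed separately for each screening campaign, cut at about 15% in these data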
Numbers without * were called inactive; nt = not tested or not shown. Not a hit list; overall some 2.6% were active at least once.

SMILES | core dimer inh | proCasp3 act | JMJD2C inh | CTSL1 counter | PP5 inh | GRK2 aptamer HTS | proCasp7 act | VLA-4 inh | PP1 counter
CN(CCOc1ccccc1)Cc1nc2cc(Cl)ccc2c(=O)[nH]1 | 3 | 3 | -11 | -2 | -1.7 | 2 | 10 | 4 | 4
CN1CCN(C(=O)NCC23CC4CC(CC(C4)C2)C3)CC1 | 3 | 8 | 15 | -1 | 2.5 | 0 | 6 | 18 | -1
Cc1ccccc1N=C1c2ccccc2C(=O)C1[N+](=O)[O-] (stereo not drawn) | -3 | 0 | -1 | 6 | 0.5 | 1 | 5 | 11 | -2
Cc1ccc(NC(=O)c2cc(-c3cc(C)c(C)cc3O)n[nH]2)cc1C | 0 | 1 | 3 | -3 | 2.1 | 35 | -4 | 3 | 0
CCCc1[nH][nH]c(=O)c1C(c1cccc(Cl)c1)C(C#N)C#N (stereo not drawn) | 0 | 0 | -1 | 0 | 4.0 | 3 | 2 | 14 | 0
O=C(C1CCCCC1)N1CCN(c2ncccn2)CC1 | -6 | 1 | -4 | -2 | 2.4 | 0 | -4 | 17 | 0
O=C(c1cnccn1)N(Cc1ccco1)C1(C(=O)NC2CCCC2)CCCCC1 | -8 | -2 | -30 | 0 | -1.0 | 0 | -3 | 5 | -1
COc1ccc(C(=O)CCC(=O)Nc2cccc(Cl)c2)cc1 | 1 | 1 | 5 | -1 | 0.3 | 2 | 5 | 7 | 0
CN(C)c1ccc(/C=C2\N=C(C(C)(C)C)OC2=O)cc1 | -4 | -3 | -10 | 1 | -0.8 | 5 | -9 | 10 | 1
COc1ccc(CNC(=O)C2CCN(S(=O)(=O)c3ccc4c(c3)CC(C)N4C(=O)C3CC3)CC2)cc1 (stereo not drawn) | 12 | -4 | 5 | 1 | 3.8 | 1 | 8 | 7 | 2
O=C(NCCCCC(NC(=O)C1CCCCC1)C(=O)O)c1ccccc1 (stereo not drawn) | -2 | 6 | 3 | 0 | 0.9 | 0 | -7 | 4 | -2
Cc1cccc(C(=O)NC(=S)NCc2cccnc2)c1 | -2 | -7 | -7 | 2 | -0.3 | 0 | -7 | 14 | -4
C=CCOc1ccc(CNn2cn[nH]c2=S)cc1 | -5 | -13 | 2 | 0 | 2.3 | 0 | -1 | 33 | -1
CC1CC(C)(C)CC2(C1)NC(=S)N(c1ccccc1)N2 (stereo not drawn) | -2 | -5 | 1 | -3 | 1.8 | 4 | -3 | -2 | -3
Cc1ccc(S(=O)(=O)NCc2cn3c(C)csc3n2)cc1 | 2 | 4 | 0 | 3 | 2.6 | 0 | 14 | 6 | -4
Cc1ccccc1N(C)S(=O)(=O)c1ccc2[nH]cc(C(=O)NCC3CCCO3)c(=O)c2c1 (stereo not drawn) | -6 | 3 | nt | -2 | 6.6 | 0 | 5 | 9 | 0
CCOc1ccc(NC(=O)c2ccc(CC)s2)c([N+](=O)[O-])c1 | 2 | 2 | 2 | 2 | 2.4 | 0 | 0 | 9 | 4
COC(=O)c1cc(C#N)c(N2CC(C)OC(C)C2)nc1C (stereo not drawn) | -15 | 8 | 7 | 1 | 2.6 | 4 | 0 | 20 | 2
Cc1cc(NC(=O)CCC(=O)N(CC(=O)NCC2CCCO2)c2ccccc2)no1 (stereo not drawn) | 0 | 1 | 4 | -3 | 1.0 | 0 | 5 | 4 | 2
CCOC(=O)c1ccc(NC(=O)Nc2ccc(OC)c(OC)c2)cc1 | 1 | 5 | 38 | 3 | 0.5 | 0 | -8 | 1 | 0
CC(CCc1ccco1)NC(=O)CCc1nnc2ccc(NCc3ccccc3Cl)nn12 (stereo not drawn) | 17 | -11 | 9 | 17 | -0.1 | 1 | -13 | -10 | 13
COc1ccc(/C=C/C(=O)OCC(=O)NC2CCCC(C)C2C)cc1 (stereo not drawn) | nt | -7 | 4 | nt | nt | 0 | 3 | 10 | nt
COc1ccc(C2=NN(S(C)(=O)=O)C(c3ccc4nccnc4c3)C2)cc1 (stereo not drawn) | 3 | -3 | 1 | 1 | -1.0 | 0 | -5 | -31 | 2
COc1ccc(C(c2c(O)cc(C)oc2=O)c2c(O)cc(C)oc2=O)cc1 | 4 | 2 | 26 | 1 | -0.5 | 0 | 6 | -4 | -2
Cc1ccc(S(=O)(=O)N2CCOCC2)cc1C(=O)N1c2ccccc2Sc2ccccc21 | 16 | 5 | -8 | -2 | 4.1 | 0 | 7 | 7 | 0

Copied from above for reference:
SMILES | core dimer inh | proCasp3 act | JMJD2C inh | CTSL1 counter | PP5 inh | GRK2 aptamer HTS | proCasp7 act | VLA-4 inh | PP1 counter
Cc1ccccc1N(C)S(=O)(=O)c1ccc2[nH]cc(C(=O)NCC3CCCO3)c(=O)c2c1 (stereo not drawn) | -6 | 3 | nt | -2 | 6.6 | 0 | 5 | 9 | 0
CCOc1ccc(NC(=O)c2ccc(CC)s2)c([N+](=O)[O-])c1 | 2 | 2 | 2 | 2 | 2.4 | 0 | 0 | 9 | 4
COC(=O)c1cc(C#N)c(N2CC(C)OC(C)C2)nc1C (stereo not drawn) | -15 | 8 | 7 | 1 | 2.6 | 4 | 0 | 20 | 2
Cc1cc(NC(=O)CCC(=O)N(CC(=O)NCC2CCCO2)c2ccccc2)no1 (stereo not drawn) | 0 | 1 | 4 | -3 | 1.0 | 0 | 5 | 4 | 2
CCOC(=O)c1ccc(NC(=O)Nc2ccc(OC)c(OC)c2)cc1 | 1 | 5 | 38 | 3 | 0.5 | 0 | -8 | 1 | 0
CC(CCc1ccco1)NC(=O)CCc1nnc2ccc(NCc3ccccc3Cl)nn12 (stereo not drawn) | 17 | -11 | 9 | 17 | -0.1 | 1 | -13 | -10 | 13
COc1ccc(/C=C/C(=O)OCC(=O)NC2CCCC(C)C2C)cc1 (stereo not drawn) | nt | -7 | 4 | nt | nt | 0 | 3 | 10 | nt
COc1ccc(C2=NN(S(C)(=O)=O)C(c3ccc4nccnc4c3)C2)cc1 (stereo not drawn) | 3 | -3 | 1 | 1 | -1.0 | 0 | -5 | -31 | 2
COc1ccc(C(c2c(O)cc(C)oc2=O)c2c(O)cc(C)oc2=O)cc1 | 4 | 2 | 26 | 1 | -0.5 | 0 | 6 | -4 | -2

Next entries
SMILES | core dimer inh | proCasp3 act | JMJD2C inh | CTSL1 counter | PP5 inh | GRK2 aptamer HTS | proCasp7 act | VLA-4 inh | PP1 counter
O=c1cnn(Cc2c(Cl)cccc2Cl)c2ccccc12 | -3 | -2 | -13 | -1 | 0.3 | 0 | -1 | 1 | 1
Cc1nc(N2CCOCC2)[nH]c(=O)c1[N+](=O)[O-] | 2 | 9 | 14 | 3 | 0.0 | 2 | -1 | 0 | -2
COc1ccc(C(C(=O)NCC2CCCO2)N(C(=O)CNC(=O)c2ccco2)c2cc(C)cc(C)c2)cc1OC (stereo not drawn) | -1 | 6 | 3 | -4 | 0.1 | 1 | -2 | 6 | -4
CCSc1nc(NCCN(C)C)c2c3c(sc2n1)COC(C)(CC)C3 (stereo not drawn) | 3 | 4 | -1 | 2 | 0.1 | 0 | 3 | -16 | -4
COC(=O)CCc1ccc(O)cc1 | 6 | 1 | 10 | -4 | 0.3 | 0 | -15 | 3 | -1
Cc1ncsc1CCOC(=O)C12CC3CC(CC(C3)C1)C2 | 7 | -1 | 108 | -3 | -0.3 | 2 | 6 | 5 | 9
Cc1nnc(NC(=O)CSc2ccccn2)s1 | -2 | -1 | 4 | 5 | -3.4 | 1 | 7 | -10 | 0
COc1ccc(CN(C)C(=O)Cc2ccsc2)c(OC)c1OC | 1 | 4 | 14 | -1 | 4.0 | 3 | 8 | 19 | -3
CC(=O)Nc1ccc(NC(=O)COc2ccc(-c3ccc(C#N)cc3)cc2)cc1 | 10 | 13 | -4 | 0 | -2.2 | 1 | 8 | 9 | 17*
COc1ccc(OC)c(NC(=O)Nc2ccc3c(c2)OCO3)c1 | 14 | -3 | 9 | 0 | 2.3 | 4 | -9 | 5 | -2
CCN(CC)C(=O)C(=O)N/N=C/c1ccc(Cl)cc1Cl | -1 | -3 | -5 | 1 | 4.3 | 0 | -2 | 8 | -6
CCOC(=O)c1cccnc1SCC(=O)Nc1ccc(C)cc1 | -1 | -3 | 0 | 0 | 5.8 | 3 | -2 | 4 | 3
C=CCC1CCC/C(=N\NS(=O)(=O)c2ccc(C)cc2)C1 (stereo not drawn) | -1 | -7 | 11 | 2 | 3.5 | 0 | -1 | -9 | -2
O=C(/C=C/c1ccc(O)cc1)c1ccccc1 | 3 | -9 | 2 | -9 | -0.9 | 0 | -17 | 4 | -5
COc1ccccc1NC(=S)NCc1cccs1 | 2 | 2 | 5 | 4 | -2.5 | 0 | -3 | 7 | -4
N#C/C(=C\c1ccccc1)C(=O)NC1CC1 | 3 | 6 | 15 | 2 | 0.4 | 3 | -3 | 1 | 0
COc1ccc(CC(=O)n2nc(-c3ccc(Cl)cc3)nc2NCc2ccco2)cc1 | -6 | -7 | -4 | 5 | -0.9 | 0 | -1 | -1 | 1
CC(=O)c1ccc(N2C(=O)[C@@H]3C(C(=O)CCN4C(=O)c5ccccc5C4=O)=NN[C@@H]3C2=O)cc1 | -2 | -1 | -7 | 3 | -3.0 | 0 | -2 | 35 | 0
COc1ccc(CNC(=O)c2cccc3c2C(=O)N(Cc2cccnc2)C3)cc1 | -2 | -10 | 6 | -6 | 0.3 | 0 | -3 | 27 | -5
O=C(Cn1nnc(-c2cccs2)n1)NNC(=O)c1ccccc1Cl | 0 | -2 | -4 | 1 | -0.9 | 0 | 6 | 4 | 0
CC(/C=C1\SC(=O)N(CCCC(=O)O)C1=O)=C\c1ccccc1 | 3 | 1 | 9 | 2 | 1.0 | 0 | -14 | 4 | 1
Cc1ccc(CN2CCN(Cc3cccn3-c3ccccn3)CC2CCO)cc1 (stereo not drawn) | 1 | 6 | 3 | -1 | 2.0 | 0 | 11 | 31 | -2

Source: PubChem BioAssay
